Screening results from PubChem.
SRC2 inh: inhibition of GAL4-SRC2 driven luciferase reporter, primary screen, SRC2 inhibitor project, cell-based, luminescence. HEK293 GAL4-SRC2 luciferase reporter. inhibition, % at 9 µM. actives 0.17% (n = 370,000). AID 651957, 2012. Nuclear receptor coactivator 2 (Homo sapiens), Q15596;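 active means inhibition above the mean inhibition of all tested compounds plus 3 SD, set per campaign, cut at about 52% in these data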;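 further: 0% = DMSO treated cells and 100% = cells given Gossypol at 36 µM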
NR5A2 inv ag: LRH-1 (NR5A2) inverse agonists, primary screen, cell-based, luminescence, HEK293T, StAR-luciferase reporter | Nuclear receptor subfamily 5 group A member 2 (Homo sapiens), O00482 | LRH-1 transfected, 24 h | inhibition, % at 3.6 µM | actives 0.13% (n = 360,000);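 active means inhibition above the mean inhibition of all tested compounds plus 3 SD, cut at about 73% in these data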;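 further: 0% = DMSO wells and 100% = reporter-only cells lacking LRH-1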
Target sequence (O00482 whole entry, looked up): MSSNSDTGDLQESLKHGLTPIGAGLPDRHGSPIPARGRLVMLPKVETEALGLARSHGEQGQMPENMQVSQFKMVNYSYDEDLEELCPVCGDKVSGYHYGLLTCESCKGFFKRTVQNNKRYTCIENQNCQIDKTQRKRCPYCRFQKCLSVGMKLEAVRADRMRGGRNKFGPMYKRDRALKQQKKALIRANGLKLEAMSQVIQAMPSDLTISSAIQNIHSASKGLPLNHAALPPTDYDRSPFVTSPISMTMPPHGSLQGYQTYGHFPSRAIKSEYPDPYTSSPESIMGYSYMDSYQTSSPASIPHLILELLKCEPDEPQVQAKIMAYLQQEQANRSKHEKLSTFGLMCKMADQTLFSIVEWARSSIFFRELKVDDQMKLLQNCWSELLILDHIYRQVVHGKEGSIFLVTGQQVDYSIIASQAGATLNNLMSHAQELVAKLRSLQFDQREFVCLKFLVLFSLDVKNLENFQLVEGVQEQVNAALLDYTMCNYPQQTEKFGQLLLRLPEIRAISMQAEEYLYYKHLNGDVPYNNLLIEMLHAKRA
LMP1 NFkB inh: EBV LMP1-driven NF-kappaB luciferase reporter inhibitors, primary screen, cell-based, luminescence, single point; LMP1-induced NF-kappaB luciferase reporter cells; inhibition, % at 12.5 µM; actives 0.69% (n = 350,000); in the data active means inhibition above about 41%;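 further: 0% = neutral control wells and 100% = reference inhibitor control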
ABHD5-PLIN5 inh: ABHD5-PLIN5 interaction inhibitors, primary screen, cell lysate, split luciferase complementation, luminescence | inhibition, % at 4 µM | actives 0.78% (n = 360,000) | AID 602281, 2012 | Perilipin-5 (Homo sapiens) + 1-acylglycerol-3-phosphate O-acyltransferase ABHD5 (Homo … | Split G. princeps luciferase complementation, 4 h;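 active means inhibition above the mean inhibition across every tested compound plus 3 SD, cut at about 22% in these data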;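 further: 0% = DMSO only wells and the 100% control is not disclosed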
NCOA1 inh: SRC1 coactivator transcriptional activity inhibitors, primary screen, cell-based, luminescence; HEK293 GAL4-SRC1 luciferase reporter; inhibition, % at 3.6 µM; actives 0.12% (n = 360,000); AID 588354, 2011;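 active means inhibition above the campaign mean plus 3 SD, with each screening campaign given its own cutoff, cut at about 60% in these data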;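 further: 0% = DMSO treated cells and 100% = gossypol at 36 µM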
NR2F2 inh: NR2F2 transcriptional activity inhibitors, primary screen, cell-based, luciferase reporter, HEK293T, luminescence; COUP transcription factor 2 (Homo sapiens), P24468; HEK293T NGFI-A luciferase reporter; inhibition, % at 8.6 µM; actives 0.7% (n = 370,000); AID 686940, 2013;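 active means inhibition above a per-plate cutoff, mean inhibition of test wells between control levels plus 3 SD, cut at about 38% in these data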;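 further: cells cotransfected with COUP-TFII expression vector driving the NGFI-A reporter; 0% = median of COUP-TF2 test wells and 100% = reporter-only cells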
TLR9-MyD88 inh: inhibitors of TLR9-MyD88 association in cells, primary screen, cell-based, CHO, BLA complementation, fluorescence. CCF4 FRET ratio. inhibition, % at 4.98 µM. actives 0.21% (n = 340,000). AID 504734, 2011;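 active means inhibition above the mean over all tested compounds plus 3 SD, cut at about 21% in these data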;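 further: 0% = DMSO only wells and 100% = clavulanate BLA inhibitor control wells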
MC4R antagonist: MC4R antagonists of cAMP signaling, primary screen, cell-based, TR-FRET, antagonist arm of biased-ligand search. actives 0.48% (n = 360,000). inhibition, % at 6.5 µM. MC4R-expressing cells, MTII-stimulated cAMP, LANCE TR-FRET. Melanocortin receptor 4 (Homo sapiens), P32245;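 active means inhibition above its plate's cutoff, the mean of tested wells on that plate plus 3 SD, cut at about 29% in these data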;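 further: 0% = Melanotan II alone and 100% = Melanotan II plus saturating MCL0020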
Target sequence (P32245 whole entry, looked up): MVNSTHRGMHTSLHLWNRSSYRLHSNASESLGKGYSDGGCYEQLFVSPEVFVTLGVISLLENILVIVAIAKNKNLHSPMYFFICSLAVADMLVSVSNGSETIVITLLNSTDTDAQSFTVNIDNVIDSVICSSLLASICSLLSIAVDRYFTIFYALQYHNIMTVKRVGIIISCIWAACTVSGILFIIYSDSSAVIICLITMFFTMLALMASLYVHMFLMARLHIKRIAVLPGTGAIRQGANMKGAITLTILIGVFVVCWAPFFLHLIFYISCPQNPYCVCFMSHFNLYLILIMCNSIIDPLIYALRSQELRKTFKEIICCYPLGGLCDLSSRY
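System: U2OS-MC4R stable cell line; Technique: Eu-cAMP/anti-cAMP TR-FRET, emission 671 nm; Repeats: single well per compound; Also added: Melanotan II; Dosing: one concentration, 6.5 µM nominal; Schedule: 30-min compound, 1-h challenge, 1-h detection, room temperature.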
NCOA3 inh: SRC3 coactivator transcriptional activity inhibitors, primary screen, cell-based, luminescence; HEK293 GAL4-SRC3 luciferase reporter; actives 0.17% (n = 360,000); inhibition, % at 3.6 µM;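 active means inhibition above a per-campaign cutoff, the mean of all compounds plus 3 SD, cut at about 60% in these data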;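 further: 0% = DMSO-treated cells and 100% = gossypol-treated cells at 36 µM; higher means less SRC3-driven luciferase light from the GAL4 reporter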
NOD2 RIPK2 PPI: NOD2-RIPK2 binding disruptors in cells, primary screen, fluorescence, CHO cells, BLA complementation; CCF4 ratio; inhibition, % at 4.98 µM; actives 0.38% (n = 360,000); AID 624267, 2012; in the data active means inhibition above about 21%;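 further: 0% = vehicle only and 100% = reference blocker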
MC4R ag barr: MC4R agonists recruiting beta-arrestin, primary screen, cell-based, luminescence, agonist arm of biased-ligand search; Melanocortin receptor 4 (Homo sapiens), P32245; U2OS MC4R beta-arrestin complementation; percent of melanotan II response, DMSO zero; activation, % at 8.9 µM; actives 0.98% (n = 360,000);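 active means activation above a per-plate cutoff, the mean activation of sample wells on that plate plus 3 SD, cut at about 8% in these data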
Starred values were filed as active, the others as inactive. A portion of the library (hit frequency here may not be typical).

Results for Cc1cc(C(=O)NCC(=O)OC(C)C(=O)N2CCOCC2)ccc1[N+](=O)[O-] (stereo unspecified) ?
SRC2 inh: 7.6; NR5A2 inv ag: 4.4; LMP1 NFkB inh: -3.0; ABHD5-PLIN5 inh: -1.2; NCOA1 inh: -6.1; NR2F2 inh: -2.8; TLR9-MyD88 inh: 1.8; MC4R antagonist: 5.3; NCOA3 inh: -16.7; NOD2 RIPK2 PPI: 3.7; MC4R ag barr: -1.9

What do the screens show for `CCN1C(=O)CC(Sc2ccccc2C(=O)O)C1=O` (stereo unspecified)?
SRC2 inh: 12.7; NR5A2 inv ag: 4.4; LMP1 NFkB inh: -2.6; ABHD5-PLIN5 inh: 12.9; NCOA1 inh: -2.4; NR2F2 inh: -5.3; TLR9-MyD88 inh: -12.2; MC4R antagonist: 8.2; NCOA3 inh: -2.7; NOD2 RIPK2 PPI: -11.6; MC4R ag barr: 0.6

What do the screens show for `Cc1ccc(NC2CCCN(C(=O)c3cc4ncccn4n3)C2)cc1C` (stereo unspecified)?
SRC2 inh: -9.7; NR5A2 inv ag: -25.0; LMP1 NFkB inh: 7.3; ABHD5-PLIN5 inh: 6.6; NCOA1 inh: 13.9; NR2F2 inh: 8.7; TLR9-MyD88 inh: 1.8; MC4R antagonist: 7.9; NCOA3 inh: 6.9; NOD2 RIPK2 PPI: 1.8; MC4R ag barr: -2.8

What do the screens show for `COc1cccc(C(CNC(=O)c2ccc(Cl)c(S(=O)(=O)N3CCCC3)c2)N(C)C)c1` (stereo unspecified)?
SRC2 inh: 5.8; NR5A2 inv ag: 25.1; LMP1 NFkB inh: 3.2; ABHD5-PLIN5 inh: 9.1; NCOA1 inh: 4.7; NR2F2 inh: 19.6; TLR9-MyD88 inh: -11.4; MC4R antagonist: 4.2; NCOA3 inh: 7.9; NOD2 RIPK2 PPI: -8.3; MC4R ag barr: -0.1

How did CCCCNC(=O)CCCn1c(=O)c2ccccc2n(CC(=O)NCCC2=CCCCC2)c1=O do in these assays?
SRC2 inh: -32.7; NR5A2 inv ag: -6.7; LMP1 NFkB inh: 2.8; ABHD5-PLIN5 inh: 7.0; NCOA1 inh: -25.5; NR2F2 inh: -1.2; TLR9-MyD88 inh: -15.4; MC4R antagonist: 3.6; NCOA3 inh: 1.4; NOD2 RIPK2 PPI: -8.9; MC4R ag barr: 0.8

How did O=C(NCCO)c1ccc(-c2cnc3cccnn23)cc1 do in these assays?
SRC2 inh: -25.6; NR5A2 inv ag: -16.2; ABHD5-PLIN5 inh: -10.4; NCOA1 inh: 18.3; NR2F2 inh: 0.2; MC4R antagonist: 14.4; NCOA3 inh: -8.0; NOD2 RIPK2 PPI: -5.3; MC4R ag barr: -1.2

What do the screens show for `COc1ccc(NS(=O)(=O)c2cccc(C(=O)NCc3ccccc3CN3CCCC3)c2)cc1`?
SRC2 inh: 12.8; NR5A2 inv ag: -12.5; LMP1 NFkB inh: 0.6; ABHD5-PLIN5 inh: 4.5; NCOA1 inh: -1.0; NR2F2 inh: 7.2; TLR9-MyD88 inh: -5.5; MC4R antagonist: 3.5; NCOA3 inh: 13.9; NOD2 RIPK2 PPI: -2.0; MC4R ag barr: -0.3

What do the screens show for `O=C(NNC(=O)C1CCCO1)c1ccc(Br)cc1` (stereo unspecified)?
SRC2 inh: 13.4; NR5A2 inv ag: -1.9; LMP1 NFkB inh: -10.6; ABHD5-PLIN5 inh: 0.2; NCOA1 inh: 0.1; NR2F2 inh: 10.7; TLR9-MyD88 inh: -0.3; MC4R antagonist: -6.4; NCOA3 inh: 3.7; NOD2 RIPK2 PPI: -15.1; MC4R ag barr: -1.7

How did CCOC(=O)C1(Cc2ccccc2C(F)(F)F)CCN(C(C)CCn2cccn2)CC1 (stereo unspecified) do in these assays?
SRC2 inh: 6.5; NR5A2 inv ag: 22.3; LMP1 NFkB inh: 3.5; ABHD5-PLIN5 inh: 10.8; NCOA1 inh: 12.1; NR2F2 inh: 5.2; TLR9-MyD88 inh: -7.2; MC4R antagonist: 4.6; NCOA3 inh: 12.6; NOD2 RIPK2 PPI: -15.0; MC4R ag barr: 3.8

Results for CN(C)CCN1C(=O)C2C(C(=O)Nc3cc(Cl)cc(Cl)c3)C3C=CC2(O3)C1C(=O)NC1CCCCC1 (stereo unspecified) ?
SRC2 inh: 8.0; NR5A2 inv ag: -1.8; LMP1 NFkB inh: 1.8; ABHD5-PLIN5 inh: -1.7; NCOA1 inh: 7.4; NR2F2 inh: -1.1; TLR9-MyD88 inh: -4.4; MC4R antagonist: -0.9; NCOA3 inh: 9.6; NOD2 RIPK2 PPI: -1.9; MC4R ag barr: -0.6

What do the screens show for `CCN(CC)S(=O)(=O)c1ccc(C(=O)NCCCn2ccnc2)cc1`?
SRC2 inh: 13.6; NR5A2 inv ag: 11.7; LMP1 NFkB inh: -1.9; ABHD5-PLIN5 inh: -4.9; NCOA1 inh: -5.7; NR2F2 inh: 2.5; TLR9-MyD88 inh: 7.1; MC4R antagonist: 6.5; NCOA3 inh: 9.8; NOD2 RIPK2 PPI: -4.2; MC4R ag barr: 0.4

Results for CCCCOc1ccc(Cc2n[nH]c(=S)n2N)cc1 ?
SRC2 inh: 3.2; NR5A2 inv ag: -25.0; LMP1 NFkB inh: -6.7; ABHD5-PLIN5 inh: -5.3; NCOA1 inh: -12.1; NR2F2 inh: 14.6; TLR9-MyD88 inh: 6.0; MC4R antagonist: 16.2; NCOA3 inh: 18.4; NOD2 RIPK2 PPI: -1.3; MC4R ag barr: 1.2

What do the screens show for `CCCCN(C(=O)c1cc2c(s1)CCCCC2)c1c(N)n(CC(C)C)c(=O)[nH]c1=O`?
SRC2 inh: -27.9; NR5A2 inv ag: -14.1; LMP1 NFkB inh: -4.4; ABHD5-PLIN5 inh: 10.1; NCOA1 inh: -9.8; NR2F2 inh: -16.1; TLR9-MyD88 inh: 0.1; MC4R antagonist: 0.4; NCOA3 inh: -21.7; NOD2 RIPK2 PPI: -5.2; MC4R ag barr: -0.2

How did O=[N+]([O-])c1ccc([C@H](O)[C@H](CO)N=Cc2ccccc2O)cc1 do in these assays?
SRC2 inh: -6.7; NR5A2 inv ag: 7.1; LMP1 NFkB inh: -0.1; ABHD5-PLIN5 inh: -2.5; NCOA1 inh: -8.0; NR2F2 inh: 1.7; TLR9-MyD88 inh: -6.7; MC4R antagonist: 1.0; NCOA3 inh: 7.2; NOD2 RIPK2 PPI: -1.7; MC4R ag barr: -1.1

How did O=C(c1cccc(C(=O)N(c2ccccn2)C2CCCCC2)c1)N(c1ccccn1)C1CCCCC1 do in these assays?
SRC2 inh: 23.3; NR5A2 inv ag: 2.8; LMP1 NFkB inh: 7.4; ABHD5-PLIN5 inh: -3.9; NCOA1 inh: -18.9; NR2F2 inh: 19.1; TLR9-MyD88 inh: 8.4; MC4R antagonist: 24.4; NCOA3 inh: 17.7; NOD2 RIPK2 PPI: -7.4; MC4R ag barr: 3.6

How did COc1ccc(N(CC(=O)Nc2ccc3c(c2)OCCO3)S(=O)(=O)c2cccnc2)cc1 do in these assays?
NR5A2 inv ag: -13.1; LMP1 NFkB inh: 14.1; ABHD5-PLIN5 inh: 2.3; NCOA1 inh: 8.1; TLR9-MyD88 inh: -3.6; MC4R antagonist: 11.2; NCOA3 inh: 1.5; NOD2 RIPK2 PPI: -3.7; MC4R ag barr: -0.2

What do the screens show for `CC1CN(C(=O)CN2C(=O)c3ccccc3S2(=O)=O)CC(C)O1` (stereo unspecified)?
SRC2 inh: -41.3; NR5A2 inv ag: -0.9; LMP1 NFkB inh: 3.7; ABHD5-PLIN5 inh: -1.7; NCOA1 inh: 3.4; NR2F2 inh: -0.7; TLR9-MyD88 inh: 5.7; MC4R antagonist: 2.0; NCOA3 inh: 14.4; NOD2 RIPK2 PPI: 0.2; MC4R ag barr: 0.3

How did COc1ncnc2c1ncn2CCCNc1ccc(C)c(C)c1 do in these assays?
SRC2 inh: -1.6; NR5A2 inv ag: -8.6; LMP1 NFkB inh: -0.8; ABHD5-PLIN5 inh: -2.2; NCOA1 inh: -2.8; NR2F2 inh: 1.5; TLR9-MyD88 inh: 4.6; MC4R antagonist: 3.9; NCOA3 inh: -12.8; NOD2 RIPK2 PPI: 6.9; MC4R ag barr: 0.3

How did COCCNC(=O)c1cc2c(c(-c3cccc(C#CC(C)(C)O)c3)n1)[C@@H](CCO)N(S(=O)C(C)(C)C)C2 (stereo partly specified) do in these assays?
SRC2 inh: 18.3; NR5A2 inv ag: 1.4; ABHD5-PLIN5 inh: -13.0; NCOA1 inh: 9.6; NR2F2 inh: -0.5; NCOA3 inh: -3.2; NOD2 RIPK2 PPI: -8.0

What do the screens show for `CN(Cc1ccccc1)C(=O)c1ccc(NC(=O)Cc2ccc(NC(=O)C3CCN(C(=O)CCc4ccccc4)CC3)cc2)cc1`?
SRC2 inh: 5.4; NR5A2 inv ag: 13.9; LMP1 NFkB inh: 2.6; ABHD5-PLIN5 inh: 5.3; NCOA1 inh: 8.4; NR2F2 inh: 7.1; TLR9-MyD88 inh: 0.8; MC4R antagonist: -8.7; NCOA3 inh: 13.9; NOD2 RIPK2 PPI: 6.5; MC4R ag barr: -0.1

What do the screens show for `Cc1ccc(C(=O)NCCC(=O)NCc2cc(=O)n(C)c(=O)n2C)cc1`?
SRC2 inh: -37.5; NR5A2 inv ag: -0.9; LMP1 NFkB inh: -6.2; ABHD5-PLIN5 inh: 4.4; NCOA1 inh: 15.8; NR2F2 inh: 7.4; TLR9-MyD88 inh: 0.5; MC4R antagonist: 0.9; NCOA3 inh: 5.0; NOD2 RIPK2 PPI: -6.0; MC4R ag barr: 0.3

What do the screens show for `Cc1cc(S(=O)(=O)N2CCCCC2CCNC(=O)C(=O)NCc2cccnc2)ccc1F` (stereo unspecified)?
SRC2 inh: -28.1; NR5A2 inv ag: 11.2; LMP1 NFkB inh: -3.6; ABHD5-PLIN5 inh: -0.6; NCOA1 inh: -13.4; NR2F2 inh: 20.8; TLR9-MyD88 inh: 4.0; MC4R antagonist: 4.1; NCOA3 inh: 17.0; NOD2 RIPK2 PPI: -8.0; MC4R ag barr: -4.8

How did O=C(NNC(=O)c1cnccn1)c1ccc(Cl)cc1 do in these assays?
SRC2 inh: 10.6; NR5A2 inv ag: -11.0; LMP1 NFkB inh: -3.4; ABHD5-PLIN5 inh: 1.5; NCOA1 inh: -6.7; NR2F2 inh: 1.3; TLR9-MyD88 inh: -2.4; MC4R antagonist: 12.0; NCOA3 inh: 4.0; NOD2 RIPK2 PPI: -1.2; MC4R ag barr: -2.7
